# Compound activity as filed in PubChem.
# OXTR agonist = activates the human oxytocin receptor | P30559 | CHO-OTR cells, Fluo-8 calcium fluorescence; normalized: DMSO 0%, oxytocin 100% | activation, % at 3 µM | actives 0.32% (n = 320,000) | AID 2435;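 active = activation above the mean of all tested compounds plus 3 SD, cutoff set per screening run, cut at about 20% in these data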;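 note: peak over basal fluorescence ratio from a 100 s FLIPR kinetic read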
# Target sequence (P30559 whole entry, looked up): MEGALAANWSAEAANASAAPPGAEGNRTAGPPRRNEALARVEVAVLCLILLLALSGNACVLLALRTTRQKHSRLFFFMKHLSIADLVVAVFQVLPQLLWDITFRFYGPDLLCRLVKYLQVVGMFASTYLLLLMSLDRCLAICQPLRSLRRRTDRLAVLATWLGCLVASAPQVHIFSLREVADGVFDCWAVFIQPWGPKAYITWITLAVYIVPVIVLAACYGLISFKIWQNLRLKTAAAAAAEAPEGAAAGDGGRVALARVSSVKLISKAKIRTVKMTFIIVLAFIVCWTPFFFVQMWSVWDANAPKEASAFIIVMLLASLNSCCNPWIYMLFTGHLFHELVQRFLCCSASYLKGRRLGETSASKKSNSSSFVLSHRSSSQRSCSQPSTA
# * = called active by the depositor. This is a subset; rates above refer to the full screens.
Structure,OXTR agonist
O=C(NCc1ccccn1)c1cccc(S(=O)(=O)N2CCc3ccccc32)c1,3.3
COc1cc(C(=O)NCC(c2ccco2)N2CCc3ccccc32)cc(OC)c1OC (stereo not given),-1.5
CCCCNc1c(-c2ccc(SC(C)CC)c(OC)c2)nc2ccc(C)cn12 (stereo not given),-2.6
O=C(CSc1nc(=O)[nH]c2c1CCCC2)Nc1cc(C(F)(F)F)cc(C(F)(F)F)c1,1.0
CC(=O)N1CCN(C(=O)c2ccc(Cl)c(S(=O)(=O)N3CC(C)OC(C)C3)c2)CC1 (stereo not given),1.1
OCC[C@H]1C[C@H](O)[C@@H](O)[C@@]2(OCCCc3ccccc32)O1,0.5
Cc1nn(Cc2ccccc2)c(C)c1CNC(=O)[C@H](C)N=C1NS(=O)(=O)c2ccccc21,0.2
O=C(Cn1cc(C(F)(F)F)ccc1=O)N1CCCc2ccccc21,0.3
Cc1ccccc1OCCC(=O)OCC(=O)NCCNC(=O)COC(=O)CCOc1ccccc1C,2.8
O=C(Nc1cc(C(F)(F)F)ccc1N1CCCC1)C1CCCO1 (stereo not given),-1.3
C#CCOCCOCCOCCNc1nc(N2CCN(C(=O)CCCCCCCCCCNC(=O)[C@H](CCCCN)n3cc(C)nn3)CC2)nc(N2CCN(C(=O)CCCCCCCCCCNC(=O)[C@H](CCCCN)n3cc(CCCC(=O)O)nn3)CC2)n1,1.6
COc1ccc(NC(=O)CN(C)C(=O)c2sc3cc(Cl)ccc3c2Cl)cc1,0.7
COCCN=C(NS(=O)(=O)c1cccs1)c1ccccc1Cl,2.0
CC(Sc1n[nH]c(=O)n1Cc1ccccc1)C(=O)NC1CCCCC1C (stereo not given),-0.8
CCC(CC)CN1C(N(C)C)=NC[C@@H]1CC(C)C,-0.4
CCN(CC(=O)Nc1ccc(NC(C)=O)cc1)C(=O)CN1C(=O)C2CCCCC2C1=O (stereo not given),0.5
Cc1cc(Cl)ccc1OC(C)C(=O)OCC(=O)Nc1ccc2[nH]c(=O)[nH]c2c1 (stereo not given),-0.3
CN(C)C(CNC(=O)c1cccc(S(=O)(=O)NCc2ccccc2)c1)c1ccco1 (stereo not given),1.6
Cc1ccc(C(NC(=O)CN2C(=O)NC3(CCCC3)C2=O)c2ccccc2)cc1 (stereo not given),-1.7
Cc1ccnc(NC(=O)CCC(=O)c2cccs2)c1,-0.6
Cc1cccc(C(=O)OCC(=O)N2CCCC2=O)c1[N+](=O)[O-],1.0
O=C(Cc1ccsc1)NNC(=O)c1ccccc1O,-0.4
CC1CCCCC1NC(=O)COC(=O)COc1ccccc1F (stereo not given),-1.1
COc1cccc(CN(C)C(=O)CSCC(=O)Nc2ccc(C)cc2)c1OC,-1.7
O=S(=O)(Nc1ccccc1N1CCOCC1)c1ccc(Cl)cc1,-1.2
Cc1ccc(C2(c3ccccc3)NC(=O)N(CC(=O)N(C)C3CCS(=O)(=O)C3)C2=O)cc1C (stereo not given),0.8
O=C1OC[C@H]2CCCN2C(=O)[C@@H](CC(=O)N(CCO)Cc2ccccc2)C/C=C\C[C@H]1Cc1ccc(F)cc1,1.8
O=C(COC(=O)c1ccco1)NC12CC3CC(CC(C3)C1)C2,0.1
COc1ccc(OCC(=O)NC(=O)c2ccccc2)c([N+](=O)[O-])c1,0.3
COc1cccc(CNC(=O)CSc2nc3c(oc4ccccc43)c(=O)n2CC2CCCO2)c1 (stereo not given),-0.7
CC(C)C(=O)Nc1ccc(C(=O)CN2C(=O)NC3(CCOc4ccccc43)C2=O)cc1 (stereo not given),0.9
O=C(COc1ccccc1Br)NCCC1=CCCCC1,-2.7
CC1(c2ccc(OC(F)F)cc2)NC(=O)N(CC(=O)N2CCN(C(=O)c3ccco3)CC2)C1=O (stereo not given),0.3
Cc1cc(NC(=O)CSc2[nH]c(=O)cc(C(F)(F)F)c2C#N)no1,-0.1
COc1ccc(C(CNC(=O)c2ccc(Cl)c(NC(=O)c3cccs3)c2)N2CCCC2)cc1 (stereo not given),2.2
CCN(c1ccccc1)S(=O)(=O)c1ccc(Cl)c(NC(=O)c2ccc(=O)[nH]n2)c1,-1.9
C#CCOCCOCCOCCNc1nc(N2CCN(C(=O)CCCCCCCCCCNC(=O)[C@H](CCCCN)n3cc(CCCC(=O)O)nn3)CC2)nc(N2CCN(C(=O)CCCCCCCCCCNC(=O)[C@@H]([C@H](C)O)n3cc(C)nn3)CC2)n1,7.5
O=C(CNC(=O)c1sc2ccccc2c1Cl)NCc1ccc(F)cc1,-1.9
CC(NC(=O)COC(=O)CCN1C(=O)C2CC=CCC2C1=O)c1ccc(Br)cc1 (stereo not given),7.0
COc1cc2nc(CN3CCN(S(=O)(=O)c4ccc(Br)cc4)CC3)[nH]c(=O)c2cc1OC,-1.1

# Structural class, the entries above with a thiophene ring, fused or not.
Structure,OXTR agonist
COc1ccc(NC(=O)CN(C)C(=O)c2sc3cc(Cl)ccc3c2Cl)cc1,0.7
COCCN=C(NS(=O)(=O)c1cccs1)c1ccccc1Cl,2.0
Cc1ccnc(NC(=O)CCC(=O)c2cccs2)c1,-0.6
O=C(Cc1ccsc1)NNC(=O)c1ccccc1O,-0.4
COc1ccc(C(CNC(=O)c2ccc(Cl)c(NC(=O)c3cccs3)c2)N2CCCC2)cc1 (stereo not given),2.2
O=C(CNC(=O)c1sc2ccccc2c1Cl)NCc1ccc(F)cc1,-1.9

# The list continues.
Structure,OXTR agonist
COc1ccc(C(=O)NCC(=O)N2CCN(c3ncccn3)CC2)cc1OC,1.0
Cc1ccc(S(=O)(=O)NC(=S)c2ccccc2)cc1,0.1
O=C1OC2(c3ccccc31)c1cc(I)c(O)c(I)c1Oc1c2cc(I)c(O)c1I,669.8*
CCOc1ccccc1OCCC(=O)Nc1ccc2c(c1)OCO2,0.0
O=S(=O)(c1cccs1)N1CCC2(CC1)OCCN2S(=O)(=O)c1ccccc1,2.8
O=C(Cc1cccs1)Nc1ccc(F)c(S(=O)(=O)N2CCOCC2)c1,5.9
CCOc1cc(N2CCOCC2)c(OCC)cc1NC(=O)Cn1nc(C)c([N+](=O)[O-])c1C,1.5
NCCCCCC(=O)O,-0.1
COc1ccc(CC(=O)N/N=C(\C)c2ccc(Br)s2)cc1,0.4
CCCCOc1ccc(C(=O)NCC(=O)N2CCN(Cc3ccc4c(c3)OCO4)CC2)cc1,3.0
COc1cccc2sc3cc(NCC[C@@H]4CCCN4C)ccc3c(=O)c12,2.5
CC(=O)c1ccc(OCCCC(=O)Nc2ccc(S(=O)(=O)N3CCOCC3)cc2)cc1,3.0
N#Cc1ccc(CN2CCN(C(=O)CCNS(=O)(=O)c3ccc(F)c(F)c3)CC2)cc1,2.6
CC1CC(OC(=O)c2ccccc2C(=O)c2ccc(Cl)cc2)C(=O)O1 (stereo not given),-0.6
O=C(O)CN1C(=O)S/C(=C\c2ccc3c(c2)OCO3)C1=O,-0.6
COc1cc(C(=O)OCC(=O)N2CCC(C)CC2)cc2c1OCCO2,0.6
Cc1ccc(C(=O)OCc2nc3ccccc3s2)o1,-2.8
Cc1cccc(C)c1NC(=O)COC(=O)c1c(C)nn(-c2ccccc2)c1C,1.0
CC(=O)C[C@@H](O)CC(=O)[C@H]1OC(=O)[C@H](C)CCCCc2ccccc21,-0.3
COc1ccccc1NC(=O)COC(=O)/C=C/c1ccc(OC)c(OC)c1,1.7
COc1ccc(NCC(=O)NN=C2CCS(=O)(=O)c3ccc(F)cc32)cc1,2.4
COc1cccc(NC(=O)CN(C)C(=O)/C=C/c2cn(Cc3ccccc3)nc2-c2cccnc2)c1,-1.5
O=C1OC[C@@H]2CCCN2C(=O)[C@H](CC(=O)N(CCO)Cc2ccccc2)C/C=C\CC[C@@H]1Cc1ccc(F)cc1,-1.8
CSc1ccccc1NC(=O)CN(C)C(=O)COc1ncnc2ccccc12,-0.8
CCOc1ccc(C(=O)NCC(=O)NNC(=O)c2ccco2)cc1OCC,1.2
O=C(OCC(=O)c1c[nH]c2ccccc12)c1cc(S(=O)(=O)N2CCOCC2)ccc1F,6.9
COc1cc(N)c(Cl)cc1C(=O)OCC(=O)N1CCc2ccccc21,3.0
CCOC(=O)c1nn(-c2ccc(C)cc2)c(=O)cc1OCC(=O)Nc1cc(C)ccc1OC,-0.9
Cc1ccc(S(=O)(=O)NC2CC3CCC2C3)cc1 (stereo not given),-2.2
CCc1nnc(NS(=O)(=O)c2ccc(NC(=O)c3cccc(OC(F)(F)C(F)F)c3)cc2)s1,-1.1
CCC[C@@H]1Cc2ccccc2N1C(C)=O,-0.3
O=c1onc(-c2ccccc2)n1-c1cc(Cl)cc(Cl)c1,-4.6
Cc1sc2ncnc(SCC(=O)Nc3ccc(S(=O)(=O)N4CCOCC4)cc3)c2c1C,1.4
COc1cc(C)ccc1OCC(=O)OCC(=O)c1ccc[nH]1,-0.4
CC(=O)N1CCN(C(=O)c2ccc(Cl)c(NC(=O)c3cccs3)c2)CC1,-0.4
CCOc1ccc(S(=O)(=O)N2CCCCC2)cc1NC(=O)CSCc1c(C)noc1C,-2.4
COc1ccc(C(=O)NCc2ccc(Cl)cc2)cc1S(=O)(=O)N1CCCC1,1.4
Cc1cc(C(=O)NNC(=O)c2ccc(Cl)cc2Cl)c(C)o1,0.2
O=C(CN1CCN(c2ccc(O)cc2)CC1)Nc1ccc(S(=O)(=O)N2CCCC2)cc1,2.8
O=C(CSc1nc(=O)n(CCCN2CCOCC2)c2c1CCCC2)Nc1ccccc1Cl,-1.7
COc1ccc(C(=O)C(C)OC(=O)CN2C(=O)c3ccccc3C2=O)cc1 (stereo not given),2.0
CS(=O)(=O)c1ccc(C(=O)OCC(=O)NCc2cccs2)cc1[N+](=O)[O-],0.3
COc1ccccc1C1=NOC(C)(c2nnc(Cc3ccccc3)o2)C1 (stereo not given),-0.9
CC[C@@]12C(=O)N(c3cccc(F)c3)C(=O)N1[C@H](c1ccc(Cl)cc1)[C@@H]1C(=O)N(C3CCCCC3)C(=O)[C@@H]12,-0.7
CC(C)(C)c1ccc(OCCCCCCN2CCNCC2)cc1,14.3
Cc1cc(NC(=O)CSc2nc(=O)n(CCCN(C)C)c3c2CCCC3)no1,0.3
Cc1nn(-c2ccccc2)c(C)c1NC(=O)COC(=O)c1ccc(Cl)c(N)c1,0.6
NC(=O)C1CCN(C(=O)CCc2nc3sc4c(c3c(=O)[nH]2)CCCC4)CC1,1.1
Cc1ccc(S(=O)(=O)N2CCN(C(=O)CNC(=O)c3ccc(Cl)cc3)CC2)cc1,0.4
Cc1nn(-c2ccccc2)c(C)c1NC(=O)COC(=O)CCOc1ccccc1,-1.4
COc1ccccc1C(=O)O[C@H]1[C@H](Cc2ccccc2)NS(=O)(=O)[C@H]2C[C@@H]3C=C[C@]12O3,1.1
O=S(=O)(c1c(F)cccc1F)N1CCN(Cc2c(O)ccc3ccccc23)CC1,0.3
CCOc1ccc(C(=O)OCC(=O)Nc2cccc(S(=O)(=O)N3CCCC3)c2)cc1,-0.3
C[C@H](NC(=O)c1ccccc1)C(=O)OCC(=O)Nc1ccc2c(c1)OCO2,-0.1
Cc1csc(SCC(=O)NC2CCS(=O)(=O)C2)n1 (stereo not given),1.9
CC(C)CN(C(=O)COC(=O)Cc1c[nH]c2ccccc12)c1c(N)n(Cc2ccccc2)c(=O)[nH]c1=O,-1.1
COc1ccc(CCNC(=O)CN2C(=O)NC3(CCCCC3C)C2=O)cc1 (stereo not given),0.6
Cc1cccc(OCC(=O)N(C)c2c(N)n(Cc3ccccc3)c(=O)[nH]c2=O)c1C,0.8
O=C(COC(=O)/C=C/c1ccccc1)NCc1cccs1,2.3
Cc1ccc(NC(=O)C2CCN(S(=O)(=O)c3ccc(Cl)c(C(F)(F)F)c3)CC2)nc1,-0.1

# More compounds.
Structure,OXTR agonist
CC(C(=O)N1CCOCC1)c1ccccc1 (stereo not given),1.5
COc1ccc(OC)c(/C=N\Nc2nccs2)c1,-1.8
COc1ccc(Cl)cc1C(=O)NNC(=O)COC(=O)c1ccc(Br)o1,-0.2
Cc1ccc(NC(=O)CCc2nc3ccccc3c(=O)[nH]2)cc1S(=O)(=O)N1CCOCC1,0.2
C[N+](C)(C)CC(O)CC(=O)O (stereo not given),0.5
CC(OC(=O)c1cccc(N(C)C)c1)C(=O)N1CCc2ccccc2C1 (stereo not given),-1.7
Cc1ccc(/C=C/C(=O)OCC(=O)NC(=O)NCc2ccco2)cc1,-0.4
CC(C(=O)OCC(=O)N1CCN(c2ccccc2)CC1)N1C(=O)c2ccccc2C1=O (stereo not given),1.3
C#CCOCCOCCOCCNc1nc(N2CCN(C(=O)CCCCCCCCCCNC(=O)[C@H]([C@@H](C)CC)n3cc(CCCCN=C(N)N)nn3)CC2)nc(N2CCN(C(=O)CCCCCCCCCCNC(=O)[C@H](CCCN=C(N)N)n3cc(C[C@@H](C)CC)nn3)CC2)n1,-1.1
Cc1ccc2c(c1)C1CN(C)CCC1N2S(=O)(=O)c1ccc(C#N)cc1 (stereo not given),3.4
CCC(C(=O)N(C(C)C)C(C)C)c1ccccc1 (stereo not given),0.8
CC(C)(C)C(=O)NCc1ccc(C(=O)CSc2nnc(C3CC3)n2C2CC2)s1,-0.7
O=C(CSc1nc2nn(-c3ccccc3)c(=O)c-2c2n1CCCCC2)Nc1ccc(F)c(F)c1,1.5
N#Cc1nc(Nc2cccc(Cl)c2)c2ncn(C3CCCC3)c2n1,1.8
COc1ccc(-c2ccc(NC(=O)c3ccco3)cc2)nn1,0.7
O=C(Cn1cc([N+](=O)[O-])cn1)NCc1ccccc1Cl,-1.2

# Quoted at random: 2 records from the list.
Structure,OXTR agonist
O=C(CSc1nc2nn(-c3ccccc3)c(=O)c-2c2n1CCCCC2)Nc1ccc(F)c(F)c1,1.5
CCC(C(=O)N(C(C)C)C(C)C)c1ccccc1 (stereo not given),0.8
